Source: PubChem BioAssay (National Center for Advancing Translational Sciences (NCATS))
N370S GC mod = qHTS Assay for Inhibitors and Activators of N370S glucocerebrosidase as a Potential Chaperone Treatment of Gaucher Disease; N370S GC spleen homogenate, 4MU-glucoside fluorescence; Lysosomal acid glucosylceramidase (Homo sapiens), P04062; Potency, µM (top dose mostly 59.4 µM), without a hit: top-dose activity change, negative = inhibition, most hits filed as inhibitors; 0.092% of 330,000 active;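 further: 0% = full enzyme activity and -100% = no enzyme basal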
DT40 TDP1 no CPT = qHTS for Inhibitors of human tyrosyl-DNA phosphodiesterase 1 (TDP1): qHTS in cells in absence of CPT | DT40 Tdp1-/- hTDP1 cells, no CPT, ATP luminescence, 48 h | Potency, µM (series often up to 46.2 µM), for the others: at the top dose activity change, negative = growth inhibition, most hits filed as inhibitors | 15% of 420,000 active | AID 686978, 2013; further: nearly all actives have a fitted effect of over 55% in size
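Cells were dispensed at 400 per well, compounds added by pin tool, plates incubated ≥48 hr at 37 °C, then CellTiter-Glo added for 30 min at room temperature before luminescence reading. Line: DT40 Tdp1-/- complemented with hTDP1; camptothecin omitted.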
TDP1 inh = qHTS Assay for Inhibitors of Tyrosyl-DNA Phosphodiesterase (TDP1); recombinant TDP1, AlphaScreen DNA substrate cleavage; Tyrosyl-DNA phosphodiesterase 1 (Homo sapiens), Q9NUW8; 0.28% of 350,000 active; AID 485290, 2010; Potency, µM (series often up to 130 µM), without a hit: at the highest dose activity change, negative = inhibition, hits mostly inhibitors; further: nearly all actives have a fitted effect of over 40% in size
Target sequence (Q9NUW8 whole entry, looked up): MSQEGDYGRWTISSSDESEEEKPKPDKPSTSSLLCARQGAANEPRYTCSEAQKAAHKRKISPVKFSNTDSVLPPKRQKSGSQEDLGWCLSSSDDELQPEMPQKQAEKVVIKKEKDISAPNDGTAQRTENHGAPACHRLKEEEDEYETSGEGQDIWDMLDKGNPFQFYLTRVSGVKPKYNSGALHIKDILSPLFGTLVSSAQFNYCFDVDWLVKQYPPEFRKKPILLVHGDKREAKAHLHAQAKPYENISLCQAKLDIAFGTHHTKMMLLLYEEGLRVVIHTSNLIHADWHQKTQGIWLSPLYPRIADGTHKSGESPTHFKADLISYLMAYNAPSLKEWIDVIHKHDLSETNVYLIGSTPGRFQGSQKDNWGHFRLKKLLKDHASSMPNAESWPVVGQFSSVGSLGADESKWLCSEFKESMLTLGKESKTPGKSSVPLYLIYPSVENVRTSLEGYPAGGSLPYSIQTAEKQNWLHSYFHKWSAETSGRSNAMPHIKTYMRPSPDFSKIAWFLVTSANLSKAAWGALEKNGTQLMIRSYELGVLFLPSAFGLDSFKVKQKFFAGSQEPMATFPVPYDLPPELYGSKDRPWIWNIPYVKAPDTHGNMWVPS
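Here, a 5' biotin and 3' phosphotyrosine-FITC DNA oligonucleotide reports Tdp1 activity: intact substrate bridges AlphaScreen beads, while cleavage leaves a 3' phosphate and drops signal. All incubations at room temperature.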
* = called active by the depositor; ? = inconclusive; / = no result given; & = joins results of further samples; [ ] = remark or other dose. The call rests on the fitted dose curve; in most records, active means well fitted curve in the direction sought with a large enough effect; inconclusive means small, poorly fitted or top-dose-only effect, or another doubt; inactive means no such curve, though single readings can be large; an effect the other way counts as inactive or inconclusive. Unless noted, on the % scale 0 is the no-effect control and ±100 the full control effect; potency means the concentration at half of the fitted maximal effect. Only part of the results is shown, so the mix of outcomes need not match the whole.

1) O=S(=O)(c1cccc(-c2nc3n(n2)Cc2ccccc2-3)c1)N1CCCCC1
2) O=C(CN(c1ccccc1Cl)S(=O)(=O)c1ccccc1)NCc1ccccc1
3) CN(CC#CC(O)(c1ccccc1)c1ccccc1)C(C)(C)C
4) CCN(CC)CCNC(=O)Cn1cnc2sc(C)c(S(=O)(=O)N3CCC(C)CC3)c2c1=O
5) CC(C)(OC(=O)NC(=O)C(F)(F)F)C(C)(C)OC(=O)NC(=O)C(F)(F)F
6) CC(=O)Nc1cccc(S(=O)(=O)N2CCCCCC2)c1
7) CCn1cc(C(=O)NCc2ccc(Cl)cc2)c(=O)c2cc(S(=O)(=O)N(C)C3CCCCC3)ccc21
8) CCCn1c(SCC(=O)OCC)nc(C(F)(F)F)cc1=O
9) CN(C)c1ncc2nc(-c3cccc(C#N)c3)c(=O)n(CCC#N)c2n1
10) O=C(c1ccco1)[C@@H]1[C@@H]2C(=O)N(c3ccc(F)cc3)C(=O)[C@@H]2C2c3ccccc3C=CN21 (stereo not given in full)
Compound	1	2	3	4	5	6	7	8	9	10
N370S GC mod	17%	8%	?	0%	-1%	2%	/	12%	-8%	-10%
DT40 TDP1 no CPT	?	-9%	-15%	-7%&9%	-11%	-1%	?	-9%	12%	/
TDP1 inh	6%	4%	-8%	1%&9%	-4%	3%	0%	6%	/	10%

11) COc1cc(NC(=O)CN(c2cc(C)cc(C)c2)S(=O)(=O)c2c(C)[nH]c(=O)[nH]c2=O)cc(OC)c1
12) Cc1cc(C(=O)NNC(=O)c2ccccc2[N+](=O)[O-])c(C)o1
13) CC(C)CN(C(=O)c1ccc([N+](=O)[O-])s1)c1c(N)n(Cc2ccccc2)c(=O)[nH]c1=O
14) CCOc1ccc(CN2CCCC(CO)(Cc3ccc(F)cc3)C2)cc1 (stereo not given)
15) CNC(=O)c1c(NC(=O)c2cc(=O)c3cc(C)c(C)cc3o2)sc2c1CCCC2
16) Cc1nn(-c2ccccc2)c(C)c1/C=N/NC(=O)CSc1nnc(SCc2ccc(Cl)cc2)s1
17) COc1ccc(CCNC(=O)CCNS(=O)(=O)c2ccc3c(c2)CCN3C(C)=O)cc1OC
18) CCCOc1ccc(N2C(=O)CC(SC(=NCC)NCC)C2=O)cc1 (stereo not given)
19) O=C(CCC1N=C2c3ccccc3N=C(SCc3ccc(Cl)cc3)N2C1=O)N1CCN(c2ccccc2)CC1 (stereo not given)
20) CC(C)(C)S(=O)(=O)c1cnc(N2CCOCC2)nc1N
Compound	11	12	13	14	15	16	17	18	19	20
N370S GC mod	?	/	1%	-7%	/	-4%	7%	-12%	/	1%
DT40 TDP1 no CPT	1%&-12%	-1%	?	?	-5%	15µM*	?	?	21µM*	-8%
TDP1 inh	2%&5%	1%	-2%	3%	6%	5%	3%	0%	5%	-3%

21) COc1ccc(NC(=O)c2ccco2)cc1NC(=O)c1ccccc1F
22) CCOc1ccc2c(C)c(Cl)c(=O)oc2c1
23) COC(=O)[C@@]12CCCCN1[C@H](c1ccc(-c3ccc4c(c3)OCO4)cc1)[C@H]1C(=O)N(C)C(=O)[C@H]12
24) COc1ccc(/C=N/NC(=O)CCCC(=O)NC2CCCCC2)cc1
25) O=C(c1cccc(N2C(=O)C3C4C=CC(C4)C3C2=O)c1)N1CCN(c2ccccc2Cl)CC1 (stereo not given)
26) COc1ccc(N2CSC3=C(C#N)C(c4cc(OC)c(OC)cc4OC)CC(=O)N3C2)c(OC)c1 (stereo not given)
27) CCOC(=O)c1c(C)[nH]c(C(=O)OCC(=O)Nc2cccnc2Cl)c1C
28) CCOC(=O)CCNC(=O)N1CCCC(N2CCN(c3ccc(OC)cc3)CC2)C1 (stereo not given)
29) Cc1ccc(-c2c(C(=O)N/N=C/c3cccnc3)nnn2-c2nonc2N)cc1
30) O=C(NCc1ccccn1)c1ccc(Cn2cc(C(F)(F)F)ccc2=O)cc1
Compound	21	22	23	24	25	26	27	28	29	30
N370S GC mod	0%	7%	/	1%	-5%	-4%	-4%	-4%	-13%	-2%
DT40 TDP1 no CPT	-15%	-24%	23µM*	-7%	21µM*	?	?	7%	-29%	-8%
TDP1 inh	?	2%	3%	4%	9%	5%	-7%[0.505 µM]	/	1%	3%

31) COc1ccc(-n2nc3ccc(N)cc3n2)cc1Cl
32) CCC(C)Nc1cc(C)c(C#N)c2nc3ccccc3n12 (stereo not given)
33) O=C(Nc1cccc(C(=O)N2CCOCC2)c1)c1ncn[nH]1
34) CC1=C(C(=O)Nc2c(C)cc(C)cc2C)C2(CCN(C(C)C)CC2)OC1=O
35) CC1CCN(CCCNC(=O)c2n[nH]c(=O)c3ccccc23)CC1
36) CCNC(=O)Cc1ccc(Br)cc1
37) CCCOc1ccc(N2C(=O)CC(N(CCOC34CC5CC(CC(C5)C3)C4)C(C)=O)C2=O)cc1 (stereo not given)
38) CCn1nnnc1SCC(=O)N1CCOCC1
39) O=C1NC(=S)S/C1=C1\Sc2ccccc2N1CCCS(=O)(=O)O
40) CCC(=O)N1c2ccccc2CC1C(=O)NCCN1CCN(c2cccc(Cl)c2)CC1 (stereo not given)
Compound	31	32	33	34	35	36	37	38	39	40
N370S GC mod	?	?	4%	/	-5%	5%	-18%	-28%	-18%	/
DT40 TDP1 no CPT	?	?	-10%	1%	3%	2%	-29%	-6%	-12%	?
TDP1 inh	/	/	4%	-5%	-2%	6%	4%	4%	/	6%

41) O=C(CCc1ccccc1)Nc1nc2ccc(S(=O)(=O)N3CCOCC3)cc2s1
42) COc1ccc(-c2nc3c(C#N)c[nH]n3c2NC2CCCC2)c(OC)c1
43) COc1ccc(CCC(=O)NNC(=O)c2cccs2)cc1
44) O=C(O)COc1ccc(-c2nnn(Cc3ccccc3F)n2)cc1
45) C/C=N\NC(=O)CNC(=O)CNC(=O)c1ccccc1
46) COc1c(Br)cc(Br)cc1/C=C1/C(=O)N=C(N)N1C
47) COc1ccccc1/C=C/C(=O)NNC(=O)c1cc(C)oc1C
48) CCn1c(COc2ccc(Cl)cc2)nnc1SCC(=O)Nc1ccc2c(c1)OCCO2
49) COc1ccnc(Oc2ccc(F)cc2)c1C(=O)N/C=N/OCc1cccc(F)c1
50) Cc1cccc(NC(=S)NC(=O)CCc2ccccc2)c1
Compound	41	42	43	44	45	46	47	48	49	50
N370S GC mod	0%	/	/	19%	-2%	-6%	-5%	-22%	?	3%
DT40 TDP1 no CPT	?	?	16%	-24%	-9%	-18%	-6%	-12%	-36%	-26%
TDP1 inh	5%	14%	0%[56.1 µM]	8%	1%	-3%	4%	1%	-2%	-2%

51) COc1cccc(CNC(=O)CCCn2nc(C)c3c(C)n(-c4ccccc4)nc3c2=O)c1
52) N=c1c2c(-c3ccccc3)c(-c3ccccc3)n(Cc3ccco3)c2ncn1CCN1CCOCC1
53) CCOC(=O)c1cccc(NC(=O)CN2C(=O)c3ccccc3Sc3ncccc32)c1
54) CCCS(=O)(=O)Nc1c(C(=O)OC)[nH]c2ccccc12
55) COc1ccc(NC(=O)Cn2cc(C(=O)c3ccncc3)c(=O)c3cc(C)ccc32)cc1Cl
56) O=CN1CCN(C(=O)c2ccc3c(c2)OCO3)CC1
57) O=C(O)C1CCCCN1S(=O)(=O)c1ccccc1 (stereo not given)
58) N#Cc1ccc2ccn(CC(=O)N3CCCc4ccccc43)c2c1
59) NC(=O)Cn1c(=O)n(CCc2ccccc2)c(=O)c2c3c(sc21)CCCC3
60) Cc1ccc(CNC(=O)Cn2c(=O)n(-c3ccc(Cl)cc3)c(=O)c3c(C)c(C)sc32)cc1
Compound	51	52	53	54	55	56	57	58	59	60
N370S GC mod	-5%	-20%	/	6%	0%	-7%	14%	3%	?	/
DT40 TDP1 no CPT	4%	?	?	-10%	-7%	18%	4%	-22%	-19%	-4%
TDP1 inh	3%	5%	5%	4%	/	0%	3%	-2%	-2%	0%

61) COc1ccc(N2C(N)=C(C#N)C(c3cc(CN4CCOCC4)cs3)C3=C2CCCC3=O)cc1 (stereo not given)
62) Cc1ccc(-c2n[nH]c(=S)n2/N=C/c2c(C)nn(-c3ccccc3)c2C)cc1
63) Cc1ncsc1CCOC(=O)c1ccccc1
64) CCOc1ccc(C(=O)N[C@H](C(=O)Nc2ccccc2OC)C(C)C)cc1
65) O=C(O)Cn1nnnc1-c1ccc(F)cc1
66) Cc1[nH]c2ccc(Br)cc2c(=O)c1CN1CCOCC1
67) COc1cccc(/C=N/NC(=O)c2ccc(N3CCCC3=O)cc2)c1
68) O=c1c(Cl)c(Nc2cccc(Cl)c2)cnn1-c1nc2ccccc2s1
69) COc1ccccc1NC(=O)CSc1oc(-c2cccs2)nc1S(=O)(=O)c1ccc(C)cc1
70) Cc1nc(Nc2ccccc2F)c2oc3ccccc3c2n1
Compound	61	62	63	64	65	66	67	68	69	70
N370S GC mod	/	2%	2%	3%	5%	-3%	-11%	-14%	/	8%
DT40 TDP1 no CPT	?	16µM*	17%	?	-3%	-4%	23µM*	?	?	?
TDP1 inh	2%	-5%	8%	14%	1%	3%	/	2%	9%	/

Down the list, from the results shown:
Compounds 61 to 69 in TDP1 inh, in turn: 2%, -5%, 8%, 14%, 1%, 3%, /, 2%, 9%

Some values from the list:
N370S GC mod result of Cc1nc(Nc2ccccc2F)c2oc3ccccc3c2n1 = 8%
N370S GC mod result of Cc1ccc(-c2n[nH]c(=S)n2/N=C/c2c(C)nn(-c3ccccc3)c2C)cc1 = 2%
DT40 TDP1 no CPT result of O=C(O)Cn1nnnc1-c1ccc(F)cc1 = -3%
TDP1 inh result of Cc1ncsc1CCOC(=O)c1ccccc1 = 8%
DT40 TDP1 no CPT result of COc1cccc(/C=N/NC(=O)c2ccc(N3CCCC3=O)cc2)c1 = 23µM*
TDP1 inh result of COc1ccc(N2C(N)=C(C#N)C(c3cc(CN4CCOCC4)cs3)C3=C2CCCC3=O)cc1 (stereo not given) = 2%

(further entries)
71) COCc1cc(C)nc2sc(C(=O)Nc3ccccc3C)c(N)c12
72) COc1ccc(OC)c(NC(=O)Cc2coc3cc(C)cc(C)c23)c1
73) Fc1ccc(N2CCN(Cc3ccccn3)CC2)cc1
74) O=C1CC(N2CCSCC2)C(=O)N1c1ccc(F)cc1 (stereo not given)
75) CC1(C(=O)NCc2cccnc2)CCC(=O)N1Cc1cccs1 (stereo not given)
76) COc1cc(/C=C(\C#N)C(=O)Nc2cccc(C(=O)O)c2)ccc1OCc1ccc(C)cc1
77) O=[N+]([O-])c1ccc(Oc2cccc(F)c2)c2ccncc12
78) Cc1ccc(CNC(=O)CSCc2ccccc2)cc1
79) COc1ccc(CC2(CO)CCN(Cc3cccc4nccnc34)CC2)cc1
80) O=C(NCC1CC1)c1onc(CSc2ccncc2)c1C(=O)NCC1CC1
Compound	71	72	73	74	75	76	77	78	79	80
N370S GC mod	24%	-1%	19%	-5%	3%	-7%	6%	6%	-3%	-9%
DT40 TDP1 no CPT	-27%	?	12%	0%	26%	-22%	?	-4%	-28%	?
TDP1 inh	1%	7%	-6%	/	0%	3%	9%	-4%	-8%	-1%

81) CCCCc1ccc(NC(=O)Nc2c(C)n(C)n(-c3ccccc3)c2=O)cc1
82) O=C(c1cnccn1)N1CCC2(CC1)CN(Cc1cc(C(F)(F)F)cc(C(F)(F)F)c1)C2
83) O=c1c2ccccc2nc(-c2ccccc2)n1CCCN1CCOCC1
84) CCC(=O)N1CCN(c2ccc(NC(=O)c3ccc4c(c3)OCCO4)cc2)CC1
Compound	81	82	83	84
N370S GC mod	1%	-4%	-8%	-9%
DT40 TDP1 no CPT	-3%	-20%	-18%	10%
TDP1 inh	-6%	/	4%	1%

Of the compounds above, these have bromine.
36) CCNC(=O)Cc1ccc(Br)cc1
46) COc1c(Br)cc(Br)cc1/C=C1/C(=O)N=C(N)N1C
66) Cc1[nH]c2ccc(Br)cc2c(=O)c1CN1CCOCC1
Compound	36	46	66
N370S GC mod	5%	-6%	-3%
DT40 TDP1 no CPT	2%	-18%	-4%
TDP1 inh	6%	-3%	3%
